Bioassay records as filed in PubChem BioAssay.
M5 ag: human M5 muscarinic receptor agonists, primary screen, CHO-K1 cells, Fluo-8 calcium fluorescence; Muscarinic acetylcholine receptor M5 (Homo sapiens), P08912; 0.19% of 360,000 active; AID 624037, 2012; CHO-K1 hM5 cells; 0% DMSO wells, 100% maximal acetylcholine response; activation, % at 3 µM;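 active means activation above the run's mean over test compounds plus 3 SD, cut at about 23% in these data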;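 further: signal is peak over basal fluorescence ratio across the kinetic read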
Target sequence (P08912 whole entry, looked up): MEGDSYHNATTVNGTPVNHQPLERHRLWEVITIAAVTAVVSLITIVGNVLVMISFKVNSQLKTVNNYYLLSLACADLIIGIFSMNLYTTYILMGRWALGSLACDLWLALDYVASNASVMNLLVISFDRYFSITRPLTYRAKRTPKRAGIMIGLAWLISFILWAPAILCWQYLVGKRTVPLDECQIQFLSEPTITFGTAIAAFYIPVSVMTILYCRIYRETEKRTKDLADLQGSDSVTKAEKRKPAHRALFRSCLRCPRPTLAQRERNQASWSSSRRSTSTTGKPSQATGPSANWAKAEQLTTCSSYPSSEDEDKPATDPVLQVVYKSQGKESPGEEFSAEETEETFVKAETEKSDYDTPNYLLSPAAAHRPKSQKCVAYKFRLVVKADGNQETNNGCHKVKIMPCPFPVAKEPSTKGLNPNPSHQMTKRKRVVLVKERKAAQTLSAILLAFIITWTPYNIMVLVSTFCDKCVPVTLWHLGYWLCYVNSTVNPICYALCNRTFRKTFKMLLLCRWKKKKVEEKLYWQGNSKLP
CRFBP-R2 agonist: agonists of CRF-BP/CRF-R2 complex, primary screen, cell-based, HEK293, calcium dye fluorescence, uHTS | CRF-binding protein / CRF receptor 2 complex (human) | 0.46% of 350,000 active | activation, % at 13.2 µM | calcium dye fluorescence (FLIPR); percent of saturating CRF peptide response | AID 588473, 2011;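 active means activation of at least 50%, plus an integration ratio under a set limit after plate pattern correction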;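 further: plate controls were neutral control wells without compound for no effect and CRF at EC100 for full effect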
M4 PAM: human M4 muscarinic receptor positive allosteric modulators, primary screen, CHO-K1 cells, Fluo-8 calcium fluorescence. AID 624126, 2012. 0.4% of 360,000 active. activation, % at 3 µM. CHO-K1 hM4/Gqi5, ACh EC20; 0% = ACh EC20, 100% = maximal ACh. Muscarinic acetylcholine receptor M4 (Homo sapiens), P08173;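 active means activation above its plate's cutoff, the mean activation of sample wells plus 3 SD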; further: some results filed as inactive read as strong as hits
CHRM5 antagonist: human M5 muscarinic receptor antagonists, primary screen, CHO cells, Fluo-8 calcium fluorescence; Muscarinic acetylcholine receptor M5 (Homo sapiens), P08912; CHO-hM5 cells, ACh EC80; inhibition, % at 3 µM; 0.59% of 360,000 active;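 active means inhibition above a per-plate cutoff, the mean of that plate's test compounds plus 3 SD, cut at about 27% in these data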;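 further: 0% = acetylcholine EC80 with DMSO and 100% = DMSO without agonist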
CHRM5 PAM: human M5 muscarinic receptor positive allosteric modulators, primary screen, CHO-K1 cells, Fluo-8 calcium fluorescence. Muscarinic acetylcholine receptor M5 (Homo sapiens), P08912. CHO-K1 hM5, ACh EC20 PAM; 0% = ACh EC20, 100% = ACh EC100. AID 624038, 2012. activation, % at 3 µM. 0.3% of 360,000 active;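 active means activation above the run cutoff, the mean activation of all test compounds plus 3 SD, cut at about 18% in these data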
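Assay system – human M5 receptor in CHO-K1 cells · Read-out – % activation, ACh-normalized · Technique – Fluo-8 calcium fluorescence · Dosing – single-point, 3 µM nominal · Incubation – Fluo-8 loading 80 min at 37 °C plus 30 min room temperature · Repeats – singlicate, one well per test compound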
CHRM4 agonist: human M4 muscarinic receptor agonists, primary screen, CHO-K1 cells, Fluo-8 calcium fluorescence; Muscarinic acetylcholine receptor M4 (Homo sapiens), P08173; CHO-K1 hM4/Gqi5; vehicle 0%, full acetylcholine response 100%; activation, % at 3 µM; 0.14% of 360,000 active;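 active means activation above the run mean over all test wells plus 3 SD, cut at about 32% in these data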;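 further: peak over basal fluorescence ratio per well then scaled between controls; 0% = DMSO wells and 100% = acetylcholine at EC100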
CRFR2-BP antag: antagonists of CRF-BP/CRF-R2 complex, primary screen, cell-based, HEK293, calcium dye fluorescence, uHTS; CRF-induced calcium fluorescence; inhibition, % at 11.8 µM; 0.59% of 350,000 active; AID 588475, 2011;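 active means inhibition of the ligand-induced calcium signal above about 50% at the single tested concentration, limit read from the data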
M4 antag: human M4 muscarinic receptor antagonists, primary screen, CHO cells, Fluo-8 calcium fluorescence; 0.73% of 360,000 active; AID 624125, 2012; CHO-hM4 cells, ACh EC80; Muscarinic acetylcholine receptor M4 (Homo sapiens), P08173; inhibition, % at 3 µM;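 active means inhibition above its plate's cutoff, the mean inhibition of sample wells plus 3 SD, cut at about 27% in these data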;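 further: 0% = acetylcholine EC80 with DMSO and 100% = DMSO without agonist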
CHRM1 PAM: human M1 muscarinic receptor positive allosteric modulators, primary screen, CHO-K1 cells, Fluo-8 calcium fluorescence, 1536-well; 0.088% of 360,000 active; Muscarinic acetylcholine receptor M1 (Homo sapiens), P11229; CHO-K1 hM1, ACh EC20; 0% = ACh EC20, 100% = maximal ACh; activation, % at 3 µM; in the data active means activation above about 19%, passing the limit was not always enough
Target sequence (P11229 whole entry, looked up): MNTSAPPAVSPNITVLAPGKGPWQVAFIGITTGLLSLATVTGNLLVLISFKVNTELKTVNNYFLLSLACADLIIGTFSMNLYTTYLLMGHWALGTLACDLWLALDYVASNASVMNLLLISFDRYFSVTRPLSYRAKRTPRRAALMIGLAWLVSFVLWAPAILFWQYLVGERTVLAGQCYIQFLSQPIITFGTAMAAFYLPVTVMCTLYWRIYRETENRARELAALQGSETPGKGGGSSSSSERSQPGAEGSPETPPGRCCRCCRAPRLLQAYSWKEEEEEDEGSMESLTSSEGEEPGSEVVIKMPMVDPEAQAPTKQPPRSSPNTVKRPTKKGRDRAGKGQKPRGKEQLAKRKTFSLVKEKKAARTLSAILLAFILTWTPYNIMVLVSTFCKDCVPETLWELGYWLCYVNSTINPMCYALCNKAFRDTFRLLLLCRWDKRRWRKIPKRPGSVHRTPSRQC
Numbers without * were called inactive; . = not tested or not shown. Compounds were not picked by outcome; overall some 2.6% were active at least once.

cpd	Molecule	M5 ag	CRFBP-R2 agonist	M4 PAM	CHRM5 antagonist	CHRM5 PAM
1	Cc1ccc(S(=O)(=O)N(C)C)cc1NC(=O)CN1C(=O)NC2(CCCCCC2)C1=O	-4	1.2	-6	29*	-9
2	O=C(NNC(=O)c1ccccc1OCc1ccccc1)c1ccccc1F	-1	-0.9	-6	3	-3
3	CCOC(=O)N1CCC(NS(=O)(=O)c2ccc3c(c2)CCN3C(C)=O)CC1	6	0.1	-4	0	-4
4	CC(=O)c1ccc(Oc2ncnc3sccc23)c(CN2CCOCC2)c1	-4	-2.9	18	-9	-2
5	CCOC(=O)C(C)Sc1nc2ccccc2c(=O)n1CC (configuration not stated)	-4	-2.5	6	-5	-1
6	CC1CCCCN1CCCNC(=O)Cn1ncc2c([nH]c3ccccc32)c1=O (configuration not stated)	-4	3.1	-3	3	1
7	CCOC(=O)c1cc2cc(OC)ccc2[nH]1	0	0.5	-4	7	-4
8	NS(=O)(=O)c1ccc(NC(=O)CSC2=NC(=O)C(c3ccccc3)C(=O)N2)cc1 (configuration not stated)	3	-0.1	0	-2	-1
9	COc1cc2nnn(-c3ccncc3)c2cc1OC	1	-2.1	4	0	3
10	COc1cccc(C(=O)NC2CCN(CC(=O)Nc3cccc(C)c3C)CC2)c1	-5	-0.9	10	-1	-9
11	O=C(NCc1ccccc1)N1CCC(n2cnc3cc(F)ccc32)CC1	-9	0.4	0	0	11
12	Cc1cc(C)n(-c2nncn2NC(=O)c2ccc(Cl)cc2O)n1	-2	-0.4	2	-1	3
13	COc1ccc(NC(=O)C2CCN(c3ncnc4c3nc3n4CCCCC3)CC2)cc1Cl	-9	-0.5	3	4	-5
14	O=C(OC1CC2CC1[C@H]1CCCCN1C2=O)N1CCN(S(=O)(=O)c2ccccc2)CC1 (some centres not stated)	-1	.	-2	7	-4
15	CC(C)(C)c1ccc(OCc2ccc(C(=O)NCc3cccnc3)o2)cc1	1	-2.0	-15	24	-16

cpd	CHRM4 agonist	CRFR2-BP antag	M4 antag	CHRM1 PAM
1	0	-14	8	-4
2	9	-10	2	-2
3	4	3	-1	3
4	5	-4	-9	3
5	0	17	-12	3
6	0	-4	-2	2
7	4	13	-2	-4
8	0	-9	2	0
9	1	-1	-6	12
10	2	-7	-2	-4
11	1	1	-3	8
12	0	-16	5	7
13	0	18	0	2
14	0	.	4	.
15	18	-17	21	-18

Other structures follow:
cpd	Molecule	M5 ag	CRFBP-R2 agonist	M4 PAM	CHRM5 antagonist	CHRM5 PAM
16	Cc1ccc2nc(NCc3ccccc3)c(C=NCc3ccccc3)c(=O)n2c1	-2	3.1	1	4	-2
17	CC1(OC(=O)CCc2ccccc2)C(=O)C=C2C=C(c3ccc(C#N)cc3)N(C3CC3)C=C2C1=O (configuration not stated)	1	0.4	5	3	-2
18	CCCCCCn1nc(C(=O)OCC(=O)c2c(N)n(C)c(=O)n(C)c2=O)c2ccccc2c1=O	-7	-0.6	-13	21	-26
19	CC(C)CN(CC(C)C)c1nn[nH]n1	5	-1.2	3	7	14
20	COc1ccc(NC(=O)c2ccc(NC(=O)c3ccco3)cc2)c(OC)c1	-3	1.4	5	20	-7
21	COc1cccc(C(=O)NCCSCc2ccccc2Cl)c1	-6	-4.0	-5	-7	18*
22	CCC(C)(C)C1CCc2[nH]nc(C(=O)NC(C)C)c2C1 (configuration not stated)	-10	-6.0	1	12	-9
23	O=C(CSC(=S)N1CCOCC1)Nc1ncc2c(n1)CCCC2=O	2	0.1	6	5	5
24	C#CCOCCOCCOCCNc1nc(N2CCOCC2)nc(N2CCN(C(=O)CCCCCCCCCCNC(=O)[C@@H]([C@H](C)CC)n3cc(CCCCCN)nn3)CC2)n1	3	3.5	-1	0	2
25	CCCN1CCC2(CC1)C(C#N)=C(N)Oc1c2sc2nc(C)cc(C)c12	-4	1.9	-4	18	0
26	COc1ccccc1CNc1nc2cc(-c3ccc(OC)c(OC)c3)sc2c(=O)n1C	-2	.	-2	3	1
27	COc1cccc(-c2nnc(SCC3CNC(=O)O3)n2-c2ccc(Cl)cc2)c1 (configuration not stated)	-2	-1.0	-4	3	-5
28	Cc1ccc(-n2nc3c(N4CCC(C(=O)NCc5ccccc5C)CC4)nnc(C)c3c2C)cc1	-9	-5.2	-5	3	-2
29	COCC(=O)Nc1nnc(C2CCCCC2)s1	-3	1.3	-1	11	-8
30	COc1ccc(-c2[nH]ncc2-c2cnc(C)s2)c(O)c1	1	-0.6	-1	2	3

cpd	CHRM4 agonist	CRFR2-BP antag	M4 antag	CHRM1 PAM
16	0	-18	-2	9
17	1	7	-13	-10
18	16	-15	10	-17
19	0	13	-2	1
20	4	8	4	3
21	2	17	-9	26
22	1	6	5	-12
23	1	-4	-12	3
24	1	-1	9	-6
25	3	-7	4	-5
26	4	.	-2	-2
27	1	23	10	-6
28	1	0	5	-9
29	0	-8	8	-3
30	1	-9	2	6

Next part.
cpd	Molecule	M5 ag	CRFBP-R2 agonist	M4 PAM	CHRM5 antagonist	CHRM5 PAM
31	O=C(CN1C(=O)c2ccccc2S1(=O)=O)c1ccc(O)c(O)c1	2	-1.8	0	-6	4
32	CCc1cccc(NC(=O)c2ccc(Cn3c(=O)[nH]c4ccsc4c3=O)cc2)c1	1	8.9	5	2	-4
33	O=C(Nc1nccs1)C1CC(=O)N(Cc2ccco2)C1 (configuration not stated)	-6	1.0	4	7	-2
34	N#Cc1cncc(C#Cc2ccccc2)c1	-3	0.5	-1	1	-4
35	COc1ccc([N+](=O)[O-])cc1NC(=O)C(C)OC(=O)CN1C(=O)C2CC=CCC2C1=O (configuration not stated)	4	-0.1	16	-1	-6
36	Nc1cc(=O)[nH]c(SCC(=O)NC2CCCc3ccccc32)n1 (configuration not stated)	-1	3.6	6	2	2
37	Cc1ccc(C(C(=O)NC2CCCC2)N(Cc2ccco2)C(=O)CCC(=O)Nc2ccccn2)cc1 (configuration not stated)	-1	-2.7	4	-11	-5
38	CCCn1nnnc1SCC(=O)NC1CCCC1	-2	-0.4	8	8	-3
39	O=C(N[C@@H](Cc1ccccc1)C(=O)CCl)OCc1ccccc1	1	-1.4	1	9	3
40	O=C(Nc1sc2c(c1C(=O)O)CCC2)c1ccco1	-3	0.0	1	-2	7
41	O=C1C2CCCN2C(=O)N1CCCN1CCN(c2cccc(Cl)c2)CC1 (configuration not stated)	-1	-0.9	-2	-1	-3
42	COc1cc(OC)c(CNC2CCCCCC2)cc1Br	-1	1.6	0	11	4
43	COc1ccc(S(=O)(=O)Nc2nncs2)cc1	1	0.8	-1	2	2
44	COc1cc(C(=O)Nc2cc3c(cc2N2CCCCC2)n(C)c(=O)n3C)cc(OC)c1OC	-1	0.1	4	-9	3
45	CC(C)N1CCCC(C)(C(=O)Nc2nc3ccccc3[nH]2)C1 (configuration not stated)	-1	.	6	-4	1

cpd	CHRM4 agonist	CRFR2-BP antag	M4 antag	CHRM1 PAM
31	1	-4	3	8
32	1	-56	-16	15
33	0	-6	6	7
34	0	4	4	7
35	2	-6	-14	17
36	0	20	0	5
37	4	7	-1	-1
38	1	16	-11	3
39	3	-16	8	-3
40	-3	23	2	6
41	1	17	7	-6
42	1	-3	-6	2
43	0	3	3	11
44	4	1	-4	2
45	1	.	-2	16

Further entries follow:
cpd	Molecule	M5 ag	CRFBP-R2 agonist	M4 PAM	CHRM5 antagonist	CHRM5 PAM
46	N/C(=N\OC(=O)c1ccco1)c1ccc(Br)cc1	-4	1.5	2	1	8
47	COc1ccccc1NC(=O)c1ccccc1Nc1ccccc1	-6	2.2	-3	-1	-1
48	O=C(NCCCn1ccnc1)/C(=C/c1ccco1)NC(=O)c1cccs1	2	-1.1	7	-19	12
49	C=CC[C@@H](CC(=O)N(CCO)Cc1ccccc1)C(=O)N[C@H](C)COC(=O)[C@@H](CC=C)Cc1ccc(F)cc1	8	-3.1	1	3	-2
50	O=C(CC1NCCNC1=O)Nc1cc(Cl)cc(Cl)c1 (configuration not stated)	-2	-2.0	0	3	-4
51	Cn1c(/C(C#N)=C(\O)c2ccc(Br)s2)nc2ccccc21	-2	0.7	1	-7	3
52	COc1ccccc1NC(=O)CN(Cc1ccccc1)S(C)(=O)=O	1	-0.5	-2	4	-3
53	COc1cccc(CNC(=O)COC(=O)/C(C#N)=C/c2ccc(N(C)C)cc2)c1	3	7.5	9	1	10
54	CC1CN(C(=S)Nc2ccc(SC(F)F)cc2)CC(C)O1 (configuration not stated)	2	-0.8	-8	10	-4
55	Cc1c(-n2c(=O)n(Cc3ccccc3)c(=O)c3[nH]cnc32)cccc1S(C)=O (configuration not stated)	-3	4.7	-4	4	-5
56	COc1cc(-c2nc(-c3ccccc3)c(-c3cccs3)[nH]2)cc(OC)c1OC	-6	-0.9	-3	4	-15

cpd	CHRM4 agonist	CRFR2-BP antag	M4 antag	CHRM1 PAM
46	0	4	-8	8
47	-3	5	-5	0
48	0	12	1	7
49	1	11	-3	3
50	0	1	-6	9
51	2	-6	2	5
52	1	-13	7	7
53	5	-5	-5	9
54	8	-5	16	1
55	0	18	-18	7
56	1	23	0	-7

Fetched by structure from the list above, 6 records:
cpd	Molecule	M5 ag	CRFBP-R2 agonist	M4 PAM	CHRM5 antagonist	CHRM5 PAM
47	COc1ccccc1NC(=O)c1ccccc1Nc1ccccc1	-6	2.2	-3	-1	-1
56	COc1cc(-c2nc(-c3ccccc3)c(-c3cccs3)[nH]2)cc(OC)c1OC	-6	-0.9	-3	4	-15
52	COc1ccccc1NC(=O)CN(Cc1ccccc1)S(C)(=O)=O	1	-0.5	-2	4	-3
51	Cn1c(/C(C#N)=C(\O)c2ccc(Br)s2)nc2ccccc21	-2	0.7	1	-7	3
48	O=C(NCCCn1ccnc1)/C(=C/c1ccco1)NC(=O)c1cccs1	2	-1.1	7	-19	12
46	N/C(=N\OC(=O)c1ccco1)c1ccc(Br)cc1	-4	1.5	2	1	8

cpd	CHRM4 agonist	CRFR2-BP antag	M4 antag	CHRM1 PAM
47	-3	5	-5	0
56	1	23	0	-7
52	1	-13	7	7
51	2	-6	2	5
48	0	12	1	7
46	0	4	-8	8

Single records, as listed above. Screens in order: M5 ag, CRFBP-R2 agonist, M4 PAM, CHRM5 antagonist, CHRM5 PAM, CHRM4 agonist, CRFR2-BP antag, M4 antag, CHRM1 PAM
C=CC[C@@H](CC(=O)N(CCO)Cc1ccccc1)C(=O)N[C@H](C)COC(=O)[C@@H](CC=C)Cc1ccc(F)cc1 is entered as 8, -3.1, 1, 3, -2, 1, 11, -3, 3
CC1CN(C(=S)Nc2ccc(SC(F)F)cc2)CC(C)O1 (configuration not stated) is entered as 2, -0.8, -8, 10, -4, 8, -5, 16, 1
